# TNF necrop inh: TNF-alpha cell death inhibition in Jurkat FADD-/- cells. actives 0.068% (n = 220,000). AID 463075. Jurkat FADD-/- TNF necroptosis rescue, ATP luminescence, 24 h; 0 = TNF only, 100 = no-TNF cells. activation (protection from cell death), % at 10 µM;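 active = activation, meaning protection from cell death, of at least 50% relative to plate controls; inactive = activation below 50%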;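 note: necroptosis triggered by 40 ng/mL TNF-alpha added together with compound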
# L929 necroptosis: blocks zVAD induced death of L929 cells; actives 0.38% (n = 220,000); viability rescue, % at 10 µM; L929 zVAD necroptosis rescue, ATP luminescence, 24 h; with zVAD 60 µM;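 active = activation, scaled between plate controls, above about 75%, limit read from the data; inactive = activation under that limit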;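 note: 0% = zVAD with DMSO and 100% = DMSO alone without zVAD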
# EP2 mod: EP2 receptor (human) modulation. P43116. actives 0.83% (n = 260,000). EP2-expressing cells, cAMP HTRF FRET, PGE2 co-stimulation. induction, % at 25 µM. AID 940;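 active = compounds whose cAMP rise, as percent of the full-agonist control response, exceeds 60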;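 note: rat C6 glioma line stably carrying human EP2 under a CMV promoter; the protocol text gives 20 µM as final concentration; 100% = response of wells given 1 µM PGE2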
# Target sequence (P43116 whole entry, looked up): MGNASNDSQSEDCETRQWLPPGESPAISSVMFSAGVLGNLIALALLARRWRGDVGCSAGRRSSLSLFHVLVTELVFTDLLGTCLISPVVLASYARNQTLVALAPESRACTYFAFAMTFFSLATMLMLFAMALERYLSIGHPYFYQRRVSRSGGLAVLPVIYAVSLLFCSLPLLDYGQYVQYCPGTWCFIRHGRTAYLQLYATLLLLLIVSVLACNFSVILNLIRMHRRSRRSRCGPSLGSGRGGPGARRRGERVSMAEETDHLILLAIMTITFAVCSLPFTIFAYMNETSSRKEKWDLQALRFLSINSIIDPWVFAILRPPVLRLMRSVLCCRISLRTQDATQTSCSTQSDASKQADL
# Runt-SMMHC FRET: Runt domain-CBFb-SMMHC interaction inhibition; AID 1434; Q01196+Q13951; actives 0.74% (n = 220,000); inhibition, % at 20 µM; Cerulean-Runt/Venus-CBFb-SMMHC FRET ratio 530/480, 1 h;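 active = mean inhibition across duplicate retests at 20 µM reaching about 50%, limit read from the data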;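 note: 0% = DMSO wells and 100% = wells with excess untagged CBFb-SMMHC; inhibitors lower the FRET ratio by blocking Runt binding to CBFb-SMMHC; some results filed as inactive read as strong as hits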
# PERK inh: inhibitors of human PERK kinase; Q9NZJ5; CHO PERK-DD fusion, SEAP luminescence translation reporter; inhibition, % at 5.6 µM; actives 0.17% (n = 220,000); AID 1416;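 active = inhibition above the mean inhibition of all tested compounds plus 3 SD, set separately per screening campaign, cut at about 2.9% in these data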;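 note: PERK kinase domain activated by AP20187 dimerizer at 100 nM; 0% = DMSO with dimerizer and 100% = rapamycin at 8.4 µM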
# Runt-CBFb FRET: Runt domain-CBFb interaction inhibition; inhibition, % at 20 µM; actives 0.46% (n = 220,000); Cerulean-Runt/Venus-CBFb FRET ratio 530/480, 1 h; Q01196+Q13951; AID 1496;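 active = inhibition over about 50% at 20 µM in the single-dose screen, limit read from the data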;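 note: 0% = DMSO wells and 100% = excess unlabeled CBFb competitor control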
#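 Assay system: Cerulean-Runt domain fusion protein, energy donor; Signal: fluorescence energy transfer, 422 nm excitation, 530/480 nm emission; Timing: 1 h compound exposure, room temperature; Control set: unlabeled CBFb; Medium: Tris buffer pH 7.5 with salts and BSA; Compound: single test concentration of 20 µM, 1% DMSO final; Probe or stimulus: Venus-CBFb 100 nM.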
# PGE2 EP2 inh: inhibitors of human EP2 prostaglandin E2 receptor | P43116 | C6 glioma cells expressing human EP2, cAMP TR-FRET; cells stimulated with saturating PGE2 | inhibition, % at 25 µM | actives 0.52% (n = 260,000) | AID 1422;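 active = percent inhibition above 40 after rounding to a whole number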;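 note: rat C6 glioma host cells with rolipram phosphodiesterase inhibitor present; the protocol text gives 20 µM as final concentration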
# Hck-Nef inh: inhibitors of human Hck kinase activated by Nef; P08631; actives 0.68% (n = 220,000); AID 463187; inhibition, % at 20 µM; Recombinant Hck-YEEI plus Nef, Z-Lyte FRET kinase assay;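 active = Hck-Nef kinase inhibition above about 50%, limit read from the data; inactive = inhibition below that limit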;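 note: 0% = DMSO with Hck plus Nef and 100% = Hck alone without Nef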
# Target sequence (P08631 whole entry, looked up): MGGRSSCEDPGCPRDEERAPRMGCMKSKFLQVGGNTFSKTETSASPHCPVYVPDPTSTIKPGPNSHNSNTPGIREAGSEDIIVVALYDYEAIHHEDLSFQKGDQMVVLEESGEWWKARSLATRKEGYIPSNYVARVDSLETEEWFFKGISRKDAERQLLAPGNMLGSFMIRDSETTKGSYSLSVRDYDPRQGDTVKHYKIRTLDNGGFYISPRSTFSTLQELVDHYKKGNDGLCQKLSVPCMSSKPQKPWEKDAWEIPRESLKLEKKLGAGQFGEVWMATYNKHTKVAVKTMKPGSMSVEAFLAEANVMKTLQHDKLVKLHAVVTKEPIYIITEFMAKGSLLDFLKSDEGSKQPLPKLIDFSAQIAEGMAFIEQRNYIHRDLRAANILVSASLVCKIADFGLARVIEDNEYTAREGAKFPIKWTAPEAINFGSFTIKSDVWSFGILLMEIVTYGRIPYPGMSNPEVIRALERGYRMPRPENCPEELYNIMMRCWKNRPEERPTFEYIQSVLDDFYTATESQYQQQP
# RBBP9 inh: human RBBP9 hydrolase inhibition | O75884 | recombinant RBBP9, FP-Rh probe fluorescence polarization | inhibition, % at 7.94 µM | actives 0.2% (n = 220,000) | AID 1515;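 active = inhibition above the campaign mean of all tested compounds plus 3 SD, cut at about 14% in these data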;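 note: plate controls were DMSO wells with RBBP9 for no effect and wells lacking RBBP9 protein for full effect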
# Target sequence (O75884 whole entry, looked up): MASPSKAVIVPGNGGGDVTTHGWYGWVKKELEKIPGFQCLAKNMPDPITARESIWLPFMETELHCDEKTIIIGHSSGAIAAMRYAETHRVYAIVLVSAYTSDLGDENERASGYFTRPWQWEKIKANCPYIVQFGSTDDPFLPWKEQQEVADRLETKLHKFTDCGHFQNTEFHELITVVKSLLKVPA
#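 Assay system: recombinant human RBBP9; Reagent: Serine-hydrolase probe FP-Rh, 375 nM pre-mixing; Doses: 7.94 µM single dose, 0.794% DMSO; Incubation: 30 min then 45 min, 25 °C; Detection: fluorescence polarization (mP), excitation 525 nm, emission 598 nm; Evaluation: percent inhibition from mP, scaled between DMSO and no-protein wells.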
# An asterisk follows results filed as active; · = not tested or not shown; & = joins results of further samples. The list is partial. The share of hits here may be higher or lower than overall.
1	COc1cc(C)c(Cl)cc1S(=O)(=O)NCCCN1CCOCC1
2	Clc1ccc2nc(C3CCN(Cc4ccccc4)CC3)[nH]c2c1
3	CSc1cccc(NC(=S)N(Cc2ccccc2)Cc2ccccn2)c1
4	CCN(C(=S)NC(=O)c1ccccc1Br)C1CCCCC1
5	Cn1cnc2c1c(=O)n(Cc1c(Cl)cccc1Cl)c(=O)n2C
6	COc1cc(NS(=O)(=O)c2ccc(NC(=O)c3ccc(C)o3)cc2)nc(OC)n1
7	C=CCn1c(SCC(=O)NC(=O)NCC(C)C)nnc1C1CCCCC1
8	O=C(CC1OC(=O)c2ccccc21)c1ccco1 (stereo unspecified)
Compound,1,2,3,4,5,6,7,8
TNF necrop inh,0.6,0.0,-0.1,1.2,-1.6,2.6,-1.4,-8.4
L929 necroptosis,0.2,1.1,-1.8,0.1,0.0,1.6,0.6,-0.8
EP2 mod,9,-21,22,23,16,-2,5,-9
Runt-SMMHC FRET,3,-2,1,5,0,-4,3,-2
PERK inh,-0.3,1.0,-0.4,-0.7,-0.1,1.1,0.5,0.1
Runt-CBFb FRET,3,2,0,0,0,3,-4,-1
PGE2 EP2 inh,6,17,0,11,7,5,3,5
Hck-Nef inh,-10,1,18,3,1,-7,-1,-2
RBBP9 inh,-4,-1,-9,-6,-5,2,-11,3

9	O=C(O)C1CCN(C(=O)c2ccccc2Cl)CC1
10	CCn1cc(C(=O)NCc2ccccc2OC)c(=O)c2cc(S(=O)(=O)N(C)C)ccc21
11	COc1ccc(-c2nc(CS(=O)CC(=O)NCCCN3CCCC3)c(C)o2)cc1OC (stereo unspecified)
12	CCC(C)/C(C)=N/NC(=O)c1ccc(COc2ccc(Cl)c(C)c2)cc1 (stereo unspecified)
13	COc1ccc(/C=N/NC(=O)CSc2ccccn2)cc1OC
14	CC(=O)c1cn(CCCCCCCCCCn2cc(C(C)=O)c(=O)[nH]c2=O)c(=O)[nH]c1=O
15	C/C(CC(=O)Nc1cc(C)ccn1)=N\NC(=O)C(=O)Nc1cccc(C)c1
16	Cc1ccc2nc(N/C(=N/S(=O)(=O)c3ccc(F)cc3F)c3ccccc3)sc2c1
Compound,9,10,11,12,13,14,15,16
TNF necrop inh,2.1,0.3,0.2,2.6,4.3,-2.0,1.5,1.9
L929 necroptosis,-0.2,1.1,-0.4,0.0,0.0,0.0,0.4,1.2
EP2 mod,21&8,3,16,-74,-9,6,-49,-25
Runt-SMMHC FRET,0,-4,1,4,0,1,-2,1
PERK inh,0.4,-0.7,1.2,0.5,1.1,0.6,0.8,1.2
Runt-CBFb FRET,4,2,-2,0,0,·,1,-8
PGE2 EP2 inh,11&5,7,3,8,8,3,8,5
Hck-Nef inh,7,2,3,-2,12,1,5,-7
RBBP9 inh,1,-6,3,-7,-3,4,5,-8

17	Nc1ccc(S(=O)(=O)O)cn1
18	O=C(OCn1nnc2ccccc2c1=O)c1ccco1
19	COC(=O)c1cc(NC(=S)Nc2cc(Cl)cc(Cl)c2)cc(C(=O)OC)c1
20	Cc1ccccc1C(=O)Nc1ccc(C(=O)NNC(=O)CCCOc2ccc(Cl)cc2Cl)cc1
21	CCN(C(=O)CSc1nc2ccccc2c(=O)n1CCOC)C1CCS(=O)(=O)C1 (stereo unspecified)
22	CC(=O)Nc1ccc(S(=O)(=O)NCc2ccc3[nH]c(C)cc3c2)cc1
23	C/C(=N\Nc1nc(-c2ccccc2O)nc2ccccc12)c1ccccc1
24	O=C(Nc1c(C(=O)Nc2ccccc2)cnn1-c1ccccc1)c1ccco1
Compound,17,18,19,20,21,22,23,24
TNF necrop inh,2.2&2.6&1.3,2.7,-6.1,-1.4,0.8,-2.5,0.5,0.8
L929 necroptosis,1.4&1.7&0.8,1.8,·,0.2,1.6,1.0,20,-0.1
EP2 mod,19&19&0,-1,-28,-10,-12,-6,-1,-11
Runt-SMMHC FRET,-1&5,0,4,-24,0,-7,3,0
PERK inh,1.3&1.1&0.5,1.1,0.0,1.3,1.0,-0.1,1.0,0.4
Runt-CBFb FRET,-1&-1,0,-1,·,-2,-5,0,-1
PGE2 EP2 inh,17&15&5,16,8,6,3,12,7,5
Hck-Nef inh,-4&2&12,1,-7,5,23,-1,21,0
RBBP9 inh,-1&10&1,-1,-8,-5,-8,-4,-5,-2

# Some of the entries so far, bar-delimited:
no. | Structure | TNF necrop inh | L929 necroptosis | EP2 mod | Runt-SMMHC FRET | PERK inh | Runt-CBFb FRET | PGE2 EP2 inh | Hck-Nef inh | RBBP9 inh
20 | Cc1ccccc1C(=O)Nc1ccc(C(=O)NNC(=O)CCCOc2ccc(Cl)cc2Cl)cc1 | -1.4 | 0.2 | -10 | -24 | 1.3 | · | 6 | 5 | -5
21 | CCN(C(=O)CSc1nc2ccccc2c(=O)n1CCOC)C1CCS(=O)(=O)C1 (stereo unspecified) | 0.8 | 1.6 | -12 | 0 | 1.0 | -2 | 3 | 23 | -8
22 | CC(=O)Nc1ccc(S(=O)(=O)NCc2ccc3[nH]c(C)cc3c2)cc1 | -2.5 | 1.0 | -6 | -7 | -0.1 | -5 | 12 | -1 | -4

# Next results:
25	CCOC(=O)c1c(NC(=O)CCNCc2ccco2)sc2c1CCC2
26	CCCCNC(=O)c1cc2n(n1)C(C(F)(F)F)CC(c1ccccc1)N2 (stereo unspecified)
27	Cc1cc(C)c(C)c(S(=O)(=O)N[C@@H](C)C(=O)OCc2cc(=O)n3cc(Br)ccc3n2)c1C
28	CC1CCCC(NC(=O)C2CCN(S(=O)(=O)N3CCCCCC3)CC2)C1C (stereo unspecified)
29	COc1ccc([N+](=O)[O-])cc1NC(=O)CC(c1ccccc1)c1ccccc1
30	Cc1csc(NC(=O)CSc2nc3ccccc3c(=O)[nH]2)n1
31	COc1cccc(C(=O)NCCSc2ccc(F)cc2)c1
32	COc1ccc2c(c1OC)C(=O)N(c1nccs1)C2
Compound,25,26,27,28,29,30,31,32
TNF necrop inh,6.0,1.1,-0.5,3.0,1.1,0.7,2.1,-3.3
L929 necroptosis,0.8,5.3,2.0,·,1.3,-0.2,2.1,-0.3
EP2 mod,7,1,-1,-11,13,27&-29,-38,0
Runt-SMMHC FRET,1,-7,-6,-2,-5,4,0,1
PERK inh,-1.6,0.2,-0.1,-0.4,-0.9,0.1,0.6,0.5
Runt-CBFb FRET,-1,-13,-4,-3,2,2,1,-1
PGE2 EP2 inh,6,10,28,11,4,10&7,3,9
Hck-Nef inh,26,1,36,-1,1,3,29,0
RBBP9 inh,10,-4,-6,-7,-13,0,-7,-4

33	CCCCC(=O)NCc1ccc2c(c1)cc(C)n2C
34	CCCOc1ccc(C(=O)NCCCn2ccnc2)cc1
35	CC(C)C/C=C1\CCc2c([nH]c3ccccc23)C1=O
36	CN(C)S(=O)(=O)c1ccc(C(=O)Nc2nnc(SCc3cccc(F)c3)s2)cc1
37	CC(=O)N(c1ccccc1)c1c(F)c(F)c(F)c(F)c1F
38	Cc1ccc(C(=O)N[C@H](C(=O)OCC(=O)NC2CCS(=O)(=O)C2)C(C)C)cc1 (stereo partly specified)
39	CC1=[N+]([O-])C(C)(C)N(O)C1(C)C
40	COc1ccc(OC)c(NC(=O)COC(=O)CCCN2C(=O)c3ccccc3C2=O)c1
Compound,33,34,35,36,37,38,39,40
TNF necrop inh,-2.3,-0.2,-0.3,1.2,-1.3,1.5,2.8,1.5
L929 necroptosis,-0.4,-0.3,3.9,-0.3,-0.4,0.3,0.2,0.4
EP2 mod,-51,31,-1,-5,15,34,6,-4
Runt-SMMHC FRET,-14,3,4,5,-2,1,1,2
PERK inh,-0.5,1.2,1.5,0.5,2.9,-0.1,2.0,-0.2
Runt-CBFb FRET,0,2,2,1,0,1,-2,-2
PGE2 EP2 inh,5,12,6,7,5,0,10,2
Hck-Nef inh,0,2,3,1,2,0,12,2
RBBP9 inh,-5,4,-3,-8,-2,3,3,-6

41	CCOc1ccc2nc(SCc3cccc(C)c3)nc(C)c2c1
42	O=C(NC1CCCCCC1)C1CCCN(S(=O)(=O)c2cccs2)C1 (stereo unspecified)
43	Cc1csc2nc(CSc3nc4ccccc4o3)cn12
44	CN(c1ccc(OCC(=O)OCC(=O)NC2CCCC2)cc1)S(=O)(=O)c1ccc2ccccc2c1
45	COc1ccc(/C=N/NC(=O)c2nc(-c3ccccc3)n(-c3ccccc3)n2)cc1OC
46	COc1ccc2c(c1)Cc1sc(NC(=O)c3ccco3)nc1-2
47	O=C(CCN1C(=O)c2cccc3cccc(c23)C1=O)N1CCN(c2ccccc2F)CC1
48	Cc1ccc2nc(SCCC#N)nc(C)c2c1
Compound,41,42,43,44,45,46,47,48
TNF necrop inh,-1.1,0.2,-4.0,0.2,1.0,-1.4,-0.4,-1.8
L929 necroptosis,1.5,0.1,-0.7,-0.8,0.7,0.5,0.1,0.5
EP2 mod,18,-11,-7,-19,-2,-36,26,15
Runt-SMMHC FRET,-2,0,-5,-1,-5,10,-5,-6
PERK inh,1.1,0.0,-1.1,0.2,-0.7,-0.7,-0.4,-0.3
Runt-CBFb FRET,2,2,3,0,76*,6,-3,1
PGE2 EP2 inh,22,9,14,9,7,14,5,12
Hck-Nef inh,2,0,-7,-12,0,2,9,11
RBBP9 inh,6,-1,3,-6,-2,-6,-7,1

49	O=C(O)/C=C/C(=O)Nc1c(F)cccc1F
50	Cc1cc(NC(=S)N(Cc2cccc(Br)c2)CC2CCC(C(=O)O)CC2)ccc1Cl (stereo unspecified)
51	O=C(Nc1ccccc1Br)C1CCN(C(=O)Cc2ccccc2)CC1
52	NC(=O)C1(N2CCCCC2)CCN(C2CC(=O)N(Cc3cccs3)C2=O)CC1 (stereo unspecified)
53	Cc1nn(-c2ccc(C(=O)O)cc2)c2c1C(=O)CC(C)(C)C2
54	CC/C(C)=C1\SC(N2CCN(c3cccc(C(F)(F)F)c3)CC2)=NC1=O
55	Cc1nn(Cc2ccccc2Cl)c2sc(C(=O)Nc3ccccc3N3CCOCC3)cc12
56	Cc1[nH]c2ccc(F)cc2c1CCN(Cc1ccncc1)C(=S)Nc1ccc(F)cc1
57	COc1ccc2[nH]c(=O)c(CN(C)C(=O)c3ccncc3)cc2c1
Compound,49,50,51,52,53,54,55,56,57
TNF necrop inh,-0.6,-1.3,1.9,2.0,-0.8,0.3,-1.1,1.6,0.5
L929 necroptosis,0.0,-0.6,-0.2,-0.3,0.0,0.0,1.7,-0.9,0.8
EP2 mod,27,3,-7,12,29,50,39,-55,37
Runt-SMMHC FRET,-1,-9,-2,2,-2,-4,-2,2,2
PERK inh,1.4,1.7,-1.8,-0.1,0.4,-0.1,-0.4,-0.1,0.7
Runt-CBFb FRET,2,-8,0,2,1,-6,-4,-1,2
PGE2 EP2 inh,10,2,2,·,4,5,13,4,-3
Hck-Nef inh,36,-6,-5,1,19,0,3,13,2
RBBP9 inh,-4,-10,-5,-3,-7,1,-5,-5,5

# High-throughput results (PubChem BioAssay)
